EPAC2 agonist = agonists of human EPAC2 (RAPGEF4); 360,000 tested, 0.079% active; EPAC2 activation, biochemical qHTS; response scale: 100% = 6.5 mM cAMP response; Potency, µM (doses to about 154 µM), inactives show at the highest dose activation, hits mostly activators; Q8WZA2; also: potency is read from the fitted curve at half-maximal effect; nearly all actives have a fitted effect of over 50% in size
Target sequence (Q8WZA2 whole entry, looked up): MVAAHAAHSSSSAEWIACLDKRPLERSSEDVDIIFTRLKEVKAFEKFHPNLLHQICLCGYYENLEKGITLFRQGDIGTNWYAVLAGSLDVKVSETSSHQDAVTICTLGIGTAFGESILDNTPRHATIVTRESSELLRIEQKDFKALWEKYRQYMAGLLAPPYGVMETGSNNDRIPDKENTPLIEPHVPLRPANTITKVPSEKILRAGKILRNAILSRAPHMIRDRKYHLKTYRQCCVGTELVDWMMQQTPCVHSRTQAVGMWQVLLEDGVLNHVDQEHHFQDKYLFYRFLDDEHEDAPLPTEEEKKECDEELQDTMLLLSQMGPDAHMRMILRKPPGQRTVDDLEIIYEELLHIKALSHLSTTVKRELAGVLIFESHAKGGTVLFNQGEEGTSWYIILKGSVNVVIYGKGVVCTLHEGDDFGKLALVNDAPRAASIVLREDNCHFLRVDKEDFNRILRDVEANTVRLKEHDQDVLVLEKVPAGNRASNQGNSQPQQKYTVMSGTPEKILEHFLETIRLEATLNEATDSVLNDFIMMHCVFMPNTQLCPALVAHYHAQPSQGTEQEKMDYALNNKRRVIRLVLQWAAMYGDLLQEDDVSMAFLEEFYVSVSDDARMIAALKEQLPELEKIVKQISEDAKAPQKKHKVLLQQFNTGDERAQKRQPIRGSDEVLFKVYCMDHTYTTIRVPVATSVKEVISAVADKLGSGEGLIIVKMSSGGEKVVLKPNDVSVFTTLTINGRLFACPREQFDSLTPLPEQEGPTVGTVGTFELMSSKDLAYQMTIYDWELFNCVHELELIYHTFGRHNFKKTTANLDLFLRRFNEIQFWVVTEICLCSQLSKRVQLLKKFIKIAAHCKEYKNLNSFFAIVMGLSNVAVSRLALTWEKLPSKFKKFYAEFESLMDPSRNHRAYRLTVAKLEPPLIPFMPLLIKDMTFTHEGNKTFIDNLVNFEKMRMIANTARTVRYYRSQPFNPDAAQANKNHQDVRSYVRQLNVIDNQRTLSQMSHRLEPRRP
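EPAC2 (100 nM) mixed with Rap1B loaded with BODIPY-GDP (250 nM) plus 50 uM unlabeled GDP; compounds pinned in, 5 min RT, then read every 5 min for 30 min (ex 480, em 540 nm). Normalized to cAMP control.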
EPAC2 antag = antagonists of human EPAC2 | AID 720708 | 360,000 tested, 0.18% active | EPAC2 GEF exchange of Rap1B-BODIPY-GDP, fluorescence | Potency, µM (titrated, usually from 114 µM), without a hit: at the top dose activity, negative = inhibition, most hits filed as inhibitors | Q8WZA2; also: potency is read from the fitted curve at half-maximal effect; % is scaled to controls: 0 for no effect and ±100 for the full control effect; nearly all actives have a fitted effect of over 45% in size; many of its hits are not listed in these tables
aSyn rescue = inhibitors of alpha-synuclein toxicity in yeast | Potency, µM (series often up to 46.1 µM), for inactives: at the top dose growth rescue (activation), usual class: activators | Yeast expressing alpha-synuclein, growth rescue, BacTiter-Glo, 24 h | 370,000 tested, 0.14% active; also: potency is read from the fitted curve at half-maximal effect; % of control where 0% means no effect; nearly all actives have a fitted effect of over 65% in size
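Galactose-induced alpha-syn yeast (OD600=0.02, raffinose-pregrown) + pinned cpd, 24 hr, 30 deg C; growth by BacTiter-Glo luminescence. Growth restoration scores as activation.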
Abeta rescue = restores growth of yeast expressing A-beta42 peptide; yeast expressing A-beta42, growth rescue, OD600, 48 h; response scale: 0% DMSO, 100% iron-clioquinol control; 410,000 tested, 0.063% active; Potency, µM (highest dose often 46.1 µM), for inactives: at the top dose growth rescue, most hits filed as activators; also: potency is read from the fitted curve at half-maximal effect; nearly all actives have a fitted effect of over 55% in size
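Growth rescue measured by 600 nm absorbance after 48 h yeast culture at 30 C with compound. Values normalized between DMSO and an equimolar ferric chloride plus clioquinol control.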
DRD3 antagonist = antagonists of human D3 dopamine receptor. P35462. D3R cells, DiscoveRx beta-arrestin luminescence, antagonist mode; active compounds read low. max response, negative = inhibition, %. 360,000 tested, 2.5% active; in the data active = max response below about -50%; inconclusive = no clear call, values can overlap the other calls; also: % is scaled to controls: 0 for no effect and ±100 for the full control effect; mostly tested at two doses, the higher about 12 µM
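Cells expressing the human receptor were seeded at 1500 cells/well, incubated overnight at 37 degrees C in 5% CO2, then exposed to library compounds with dopamine controls for 90 minutes at 37 degrees C before luminescent detection.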
TDP-43 yeast inh = TDP-43 toxicity inhibition in yeast | TDP-43 expressing yeast growth rescue, BacTiter-Glo, 24 h | Potency, µM (series often up to 46.1 µM), without a hit: top-dose growth rescue (activation), most hits filed as activators | 410,000 tested, 1.8% active; also: potency is read from the fitted curve at half-maximal effect; % of control where 0% means no effect; nearly all actives have a fitted effect of over 50% in size
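Luminescence from BacTiter-Glo reports growth of TDP-43-expressing yeast after 24 hr at 30 deg C with compound. Cells were raffinose-pregrown to mid-log, then seeded in galactose medium at OD600=0.02.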
DRD3 agonist = D3 dopamine receptor (human) agonism | max activation, % | D3R DiscoveRx beta-arrestin cells, luminescence, 90 min | P35462 | 410,000 tested, 0.58% active; in the data active = max activation above about 30%; also: 0% is about no effect; mostly tested at two doses, the higher about 12 µM
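Cells at 1500/well, incubated overnight, then treated with pinned compounds (dopamine as control) for 90 min at 37 degrees C. DiscoveRx reagent added for 30 - 60 minutes at room temperature; luminescence read.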
FUS yeast rescue = suppressors of FUS proteinopathy in yeast | S. cerevisiae FUS-expressing, growth rescue, OD600, 24 h | Potency, µM (titrated, usually from 76.6 µM), inactives show at the highest dose growth rescue (activation), hits mostly activators | 390,000 tested, 0.24% active | AID 1347120;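 also: potency is read from the fitted curve at half-maximal effect; plate controls were DMSO vehicle for no effect and reference control for full effect; nearly all actives have a fitted effect of over 55% in size; some results filed as inactive show a strong effect at the top dose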
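S. cerevisiae expressing FUS from galactose induction served as the toxicity model. Growth after 24hr at 30C, read as absorbance at 600 nm, indicates suppression of toxicity; compounds dosed at several concentrations.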
* hit, by the source's call; ? = inconclusive; . = not tested or not shown; & = joins results of further samples; [ ] = dose if it differs, or a comment. Unless noted, calls follow the shape of the dose curve; as a rule, active = well fitted curve in the direction sought with a large enough effect; inconclusive = small, poorly fitted or top-dose-only effect, or another doubt; inactive = no such curve, though single readings can be large; an effect the other way counts as inactive or inconclusive. Only part of the results is shown; rates above refer to the full screens.

SMILES	EPAC2 agonist	EPAC2 antag	aSyn rescue	Abeta rescue	DRD3 antagonist	TDP-43 yeast inh	DRD3 agonist	FUS yeast rescue
COc1cccc(N(CC(=O)N2CCN(C)CC2)S(=O)(=O)c2ccccc2)c1	11%	0%	4%	-1%	6	-8%	-10	-8%
Cc1noc(C)c1COC(=O)c1csc2c1CCCC2	16%	-18%	5%	18%	1	4%	5	16%
Cc1cc(C#N)c(C)n1-c1cc(S(=O)(=O)N2CCOCC2)ccc1N1CCCC1	4%	0%	-9%	-3%	0	-3%	1	?
CS(=O)(=O)c1ccc2nc(NC(=O)c3cc([N+](=O)[O-])cc([N+](=O)[O-])c3)sc2c1	0%	-29%	4%	3%	11	11%	-3	-6%
NC1=NC[C@H](Cc2ccc(O)cc2)N1CCc1cc(C(F)(F)F)cc(C(F)(F)F)c1	4%	22%	0%	2%	6	0%	3	9%
CCCCN1C(=O)N(c2ccccc2Cl)C(C)(O)CC1(C)C (stereo unspecified)	7%	4%	-1%	3%	-2	7%	-8	-5%
O=C(CN1C(=O)NC(Cc2c[nH]c3ccccc23)C1=O)Nc1ccc(Br)cc1F (stereo unspecified)	4%	14%	2%	-10%	-16	0%	-2	-12%
CC1(C)CC(NC(=O)COc2ccc3c4c(c(=O)oc3c2)CCCC4)CC(C)(C)N1	1%	-1%	5%	-11%	3	18%	-8	-2%
Cc1ccc(C(=O)CCC(=O)Nc2ncccc2C)cc1	1%	-9%	1%	-12%	-2	5%	1	-1%
CC(=O)C1=C(C)Nc2cc(C(F)(F)F)ccc2S1	-4%	-4%	-4%	12%	-8	1%	-8	4%
Cc1cnc(C(=O)N2CCCC(N3CCN(c4ccccc4F)CC3)C2)cn1 (stereo unspecified)	-1%	0%	3%	4%	2	-1%	3	10%
OC[C@@H]1CN(Cc2ccncc2)C[C@H](n2cnc3c(NCc4ccncc4)ncnc32)O1	3%	-11%	-2%	-10%	2	13%	-1	-19%
O=C(COC(=O)c1ccc(F)c(S(=O)(=O)N2CCOCC2)c1)NCc1ccccc1	4%	4%	-7%	9%	22	0%	1	-4%
COc1cc(NC(=O)CCn2c(=O)oc3ccccc32)cc(OC)c1OC	8%	-1%	3%	13%&6%	-7	3%&4%	5&-6	-1%&-4%
COc1cc(NC(=O)CCn2cnc3ccccc3c2=O)cc(OC)c1	.	.	0%	-4%	.	15%	-9	-3%
CCNC(=O)COC(=O)C1C(C(=O)OCC)=C(C)NC(C)=C1C(=O)OCC	3%	-2%	4%	13%	5	8%	3	10%
CC(NC(=O)c1ccco1)c1nc(-c2ccc(C(C)(C)C)cc2)no1 (stereo unspecified)	8%	-14%	-2%	-12%	12	-6%	6	16%
CCCN(CCC)S(=O)(=O)c1cccc(-c2csc(C)n2)c1	12%	-20%	3%	-27%	-10	2%	-15	?
COc1cccc(/C=C/C(=O)c2c(O)cc(C)oc2=O)c1O	-3%	5%	7%	-10%	-74*	-17%	1	19%
COCCNC(=O)C1(C)CCCN(C(=O)c2cccc3ccccc23)C1 (stereo unspecified)	8%	-3%	-6%	-14%	-18	8%	-7	-15%
CCCCN(C(=O)CN1CCOCC1)c1c(N)n(CC(C)C)c(=O)[nH]c1=O	-12%	-3%	-7%	-1%	2	0%	-2	-15%
CCOc1cccc(-c2cc(N3CCN(CCO)CC3)n3nccc3n2)c1	10%	2%	-5%	-4%	28	9%	6	-2%
COc1ccc(NC(=O)/C(Cl)=C(/Cl)S(=O)(=O)Cc2ccccc2)cn1	1%	-5%	-36%[inhibitor]	-58%[inhibitor]	-28	3.2µM*	-9	-17%
CCCc1nn2c(=O)cc(COC(=O)c3ccccc3NC(=O)c3cccs3)nc2s1	.	.	.	-9%	.	12%	-15	-25%
COc1ccc(N2CCN(C(=O)COc3ccc4ccccc4c3)CC2)cc1	3%	0%[57.1 µM]	1%	6%	-9	-6%	3	4%
O=C(CSc1nnc(CNC(=O)c2cccs2)o1)Nc1cccc(F)c1	6%	1%	2%	7%	14	13%	1	11%
Cc1ccc(C)c(S(=O)(=O)N2CCN(c3nc(CN4CCOCC4)nc4sc(C)c(C)c34)CC2)c1	16%	-13%	-6%	18%	-19	-6%	-14	21%
CCC1(COC(=O)Nc2cccc(Cl)c2)COC1	-2%	-2%	-12%	-27%	17	?	1	-3%
CNC(=O)N1CCN(C(=O)NC)CC1	6%	5%	-2%	-8%	7	-20%	-1	-2%
Cc1c(-c2ccc(F)cc2)[n+](=O)c2c(n1[O-])CCCCC2	0%	2%	-3%	4%	0	7%	2	.
Cc1ccn2cc(-c3cccc(NC(=O)CCC(=O)O)c3)nc2c1	9%	2%	-13%	-21%	5	-2%	10	-3%
CC(=O)N1CCOc2ccc(S(=O)(=O)N3CCC(C(=O)Nc4cc(C)ccc4C)CC3)cc21	8%	-1%	1%	11%	12	0%	3	14%
O=C(Nc1ncn[nH]1)c1ccc(Cl)c(S(=O)(=O)Nc2ccc(Cl)cc2)c1	10%	-12%	6%	-5%	1	7%	-1	13%
Cc1nnc(-c2cnn(C)c2N)n1CCCN1CCOCC1	0%	-1%	-2%	-14%	13	.	1	-3%
CCc1nnc(NS(=O)(=O)c2ccc(NC(=O)COc3ccc4ccccc4c3)cc2)s1	4%	-4%	-7%	-3%	-13	-2%	6	15%
O=C(NCCCN1CCOCC1)c1ccc2c(c1)N(Cc1cccc(F)c1)C(=O)c1ccccc1S2	4%	-8%	0%	-11%	-24	-10%	-11	28%

Single entries from above.
Value of Cc1nnc(-c2cnn(C)c2N)n1CCCN1CCOCC1 under DRD3 agonist: 1
Value of CNC(=O)N1CCN(C(=O)NC)CC1 under DRD3 antagonist: 7

Next compounds:
SMILES	EPAC2 agonist	EPAC2 antag	aSyn rescue	Abeta rescue	DRD3 antagonist	TDP-43 yeast inh	DRD3 agonist	FUS yeast rescue
CC(C)(CO)NCc1cccs1	-17%	12%[57.1 µM]	4%	-14%	11	-14%	1	-32%
CC(=NCc1ccccc1)c1ccccc1O	16%	5%	1%	-18%	1	-5%	-9&9	-8%
CCSc1ncc(/C=N/Nc2ccc(Cl)cc2)n1C	5%	-17%	20%	-25%	-1	18%	-19	25%
Cc1nc2cc(C(F)(F)F)ccc2n1CCNc1nc(-c2ccc(F)cc2)cs1	10%	-12%	0%	-3%	8	10%	1	33%
NS(=O)(=O)c1ccc(CNC(=O)c2sccc2-c2ccccc2)cc1	7%	10%	-1%	-5%	?	-5%	-3	19%
O=C(NCc1ccccc1Cl)C1CCCN(c2nc3ccccc3n3cccc23)C1 (stereo unspecified)	.	.	.	2%	.	5%	12	14%
COC(=O)c1ccc(-c2ncc[nH]2)cc1	0%	9%	-6%	-11%	-24	-17%	2	-3%
Cn1ccnc1SCC(=O)Nc1nc2c(F)c(F)c(F)cc2s1	8%	-1%	0%	-17%	0	24%	2	-28%
CCOc1ccccc1NC(=O)CN(C)S(=O)(=O)c1ccc2[nH]c(=O)oc2c1	-7%	9%	-3%	-3%	-13	-13%	-10	9%
O=C1NC2(CCCCCC2)C(=O)N1Cc1cccc(Cl)c1	10%	-4%	?	?	4	14%	-1	11%
N=C1C(c2ccccc2)=C(O)CN1c1ccc2c(c1)OCO2	5%	-2%	-1%	-8%	10	-4%	8	-2%
CC(=O)c1cccc(NC(=O)CSc2nnc(C(C)N(C)C)n2-c2ccc(F)cc2)c1 (stereo unspecified)	5%	-1%	2%	5%	13	-3%	-5	16%

A second format for some results above:
mol | EPAC2 agonist | EPAC2 antag | aSyn rescue | Abeta rescue | DRD3 antagonist | TDP-43 yeast inh | DRD3 agonist | FUS yeast rescue
COc1cccc(N(CC(=O)N2CCN(C)CC2)S(=O)(=O)c2ccccc2)c1 | 11% | 0% | 4% | -1% | 6 | -8% | -10 | -8%
Cc1noc(C)c1COC(=O)c1csc2c1CCCC2 | 16% | -18% | 5% | 18% | 1 | 4% | 5 | 16%
Cc1cc(C#N)c(C)n1-c1cc(S(=O)(=O)N2CCOCC2)ccc1N1CCCC1 | 4% | 0% | -9% | -3% | 0 | -3% | 1 | ?
CS(=O)(=O)c1ccc2nc(NC(=O)c3cc([N+](=O)[O-])cc([N+](=O)[O-])c3)sc2c1 | 0% | -29% | 4% | 3% | 11 | 11% | -3 | -6%
NC1=NC[C@H](Cc2ccc(O)cc2)N1CCc1cc(C(F)(F)F)cc(C(F)(F)F)c1 | 4% | 22% | 0% | 2% | 6 | 0% | 3 | 9%
CCCCN1C(=O)N(c2ccccc2Cl)C(C)(O)CC1(C)C (stereo unspecified) | 7% | 4% | -1% | 3% | -2 | 7% | -8 | -5%
O=C(CN1C(=O)NC(Cc2c[nH]c3ccccc23)C1=O)Nc1ccc(Br)cc1F (stereo unspecified) | 4% | 14% | 2% | -10% | -16 | 0% | -2 | -12%
CC1(C)CC(NC(=O)COc2ccc3c4c(c(=O)oc3c2)CCCC4)CC(C)(C)N1 | 1% | -1% | 5% | -11% | 3 | 18% | -8 | -2%
Cc1ccc(C(=O)CCC(=O)Nc2ncccc2C)cc1 | 1% | -9% | 1% | -12% | -2 | 5% | 1 | -1%
CC(=O)C1=C(C)Nc2cc(C(F)(F)F)ccc2S1 | -4% | -4% | -4% | 12% | -8 | 1% | -8 | 4%

(more compounds)
SMILES	EPAC2 agonist	EPAC2 antag	aSyn rescue	Abeta rescue	DRD3 antagonist	TDP-43 yeast inh	DRD3 agonist	FUS yeast rescue
CCCCN(CCCNC(=O)C1CCN(S(=O)(=O)N2CCOCC2)CC1)Cc1ccccc1	7%	3%	4%	2%	0	-2%	-8	5%
CC1CCCCN1C(=O)COC(=O)C1CCN(S(=O)(=O)c2ccc3c(c2)OCCO3)CC1 (stereo unspecified)	8%	-3%	0%	-7%	-21	0%	-13	30%
O=C(Nc1cccnc1Cl)c1cc(-c2ccc(Br)cc2)on1	3%	2%	0%	-18%	1	-23%	22	13%
COc1ccc2oc(C(=O)OCC(=O)N3CC(C)OC(C)C3)c(C)c2c1 (stereo unspecified)	11%	0%	-4%	-4%	-3	-17%	8	34%
CCCn1nc(C(=O)NCC(C)(C)N2CCOCC2)c2ccccc2c1=O	-4%	8%	-1%	-14%	6	-7%	-8	-9%
CCc1cccc(NC(=O)CSCc2nc3sc(C)c(C)c3c(=O)[nH]2)c1	4%	-10%	3%	4%	-3	14%	-12	2%
CCc1ccc(CNC(=O)C2CCCN(c3nnc(C)c4c(C)n(-c5ccc(OC)cc5)nc34)C2)cc1 (stereo unspecified)	.	.	.	6%	.	5%	31*	-13%
COc1ccc(S(=O)(=O)N2CCN(CCOc3ccc(Br)cc3)CC2)cc1OC	6%	?	7%	-3%	8	11%	0	2%

Screening data deposited in PubChem BioAssay by National Center for Advancing Translational Sciences (NCATS).
